Screening data as filed in PubChem BioAssay.
Myeloid diff 2 = promotes myeloid progenitor differentiation. ER-HoxA9 myeloid progenitors, lysozyme-GFP differentiation, flow cytometry. calls only at 10 µM. hit rate 1% among 360,000;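 active = normalized GFP-positive differentiation at or above the plate's own cutoff, the solvent-only control mean plus 3 SD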;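 also: cells exposed to compound for four days before flow analysis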
Myeloid diff 2 GFP+ MAC1+ % = second read-out of Myeloid diff 2, no call of its own (marks repeat the call); GFP+ MAC1+ double positive, %; measured here: differentiation confirmed by MAC1 staining
Numbers without * were called inactive; i = inactive.

SMILES	Myeloid diff 2	Myeloid diff 2 GFP+ MAC1+ %
CCCCc1c(O)nc(SCC(=O)N2CCOCC2)n(-c2ccc(C)cc2)c1=O	i	0.3
CCCn1cnc2c(SCCc3ccccc3)nc(N)nc21	i	1.1
CC(=O)c1cc2ccccc2oc1=O	i	1.4
COc1ccc2c(-c3cnc(N4CCOCC4)nc3)c(-c3ccc(S(C)(=O)=O)cc3)sc2c1	i	0.5
COc1ccccc1NS(=O)(=O)c1cccc(C(=O)N/N=C/c2c(CO)cnc(C)c2O)c1	i	2.0
O=C(COC(=O)c1cc(S(=O)(=O)N2CCCC2)ccc1O)NCc1ccccc1	i	0.6
Cc1ccc(C)c(OCCC(=O)Nc2ccccc2C(=O)NC2CC2)c1	i	0.8

Part of the list above, reformatted:
| compound | Myeloid diff 2 | Myeloid diff 2 GFP+ MAC1+ % |
| --- | --- | --- |
| CCCCc1c(O)nc(SCC(=O)N2CCOCC2)n(-c2ccc(C)cc2)c1=O | i | 0.3 |
| CCCn1cnc2c(SCCc3ccccc3)nc(N)nc21 | i | 1.1 |
| CC(=O)c1cc2ccccc2oc1=O | i | 1.4 |

These rows are one share of the data; count on the stated rates, not on these rows.
